POLK inh: DNA polymerase kappa (human) inhibition | Q9UBT6 | purified Pol kappa, fluorescent DNA synthesis assay, 10 min | Potency, µM (series often up to 107 µM), for the others: at the highest dose activity, negative = inhibition, hits mostly inhibitors | 400,000 tested, 0.53% active; further: on the % scale 0 is the no-effect control and ±100 the full control effect
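50 nM final substrate added after 15 min RT preincubation of 10 nM Pol kappa with compound; fluorescence read at 0 and 10 min.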
APEX1 inh: inhibitors of human APE1 endonuclease; Potency, µM (series often up to 65.8 µM), for inactives: at the top dose activity change, negative = inhibition, most hits filed as inhibitors; recombinant APE1, TAMRA/BHQ-2 abasic DNA cleavage fluorescence; P27695; AID 2517; 350,000 tested, 0.35% active;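 further: plate controls were vehicle for no effect and reference inhibitor for full effect; nearly all actives have a fitted effect of over 55% in size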
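Step 1: APE1 (0.75 nM) with compound, 15 min RT. Step 2: add 50 nM fluorophore/quencher THF duplex. Step 3: three fluorescence reads 60 s apart (525/598 nm); read 3 minus read 1 = reaction progress.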
BLM inh: Bloom syndrome helicase (human) inhibition; P54132; recombinant BLM DNA unwinding, fluorescence dequenching; Potency, µM (series often up to 56.1 µM), for the others: at the top dose activity change, negative = inhibition, actives largely listed as inhibitors; 350,000 tested, 0.2% active; AID 2528;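 further: plate controls were vehicle for no effect and no enzyme for full effect; nearly all actives have a fitted effect of over 35% in size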
JMJD2A Tudor: inhibitors of human JMJD2A Tudor domain; O75164; Potency, µM (highest dose often 114 µM), without a hit: top-dose activity change, negative = inhibition, usual class: inhibitors; AlphaScreen JMJD2A-Tudor / H3K4me3 peptide binding; 390,000 tested, 4.4% active; further: on the % scale 0 is the no-effect control and ±100 the full control effect; nearly all actives have a fitted effect of over 50% in size
BAZ2B inh: BAZ2B (human) inhibition. Q9UIF8. AlphaScreen BAZ2B-H3K14Ac peptide displacement. 360,000 tested, 4.4% active. Potency, µM (series often up to 114 µM), for inactives: top-dose activity change, negative = inhibition, usual class: inhibitors; further: on the % scale 0 is the no-effect control and ±100 the full control effect; nearly all actives have a fitted effect of over 60% in size
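In this displacement format the biotinylated H3(5-23) peptide acetylated at Lys14 serves as ligand at 50 nM, with BAZ2B at 50 nM in PBS pH 7.4 containing 0.01% Tween-20. Donor and acceptor beads are 10 ug/mL final.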
G9a inh: inhibitors of human histone lysine methyltransferase G9a. 350,000 tested, 8.8% active. Potency, µM (doses to about 102 µM), without a hit: at the top dose activity, negative = inhibition, most hits filed as inhibitors. G9a H3K9 monomethylation, AlphaScreen, 2 h; further: on the % scale 0 is the no-effect control and ±100 the full control effect; nearly all actives have a fitted effect of over 75% in size
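G9a (20 nM) was preincubated 15 min with compound, then reacted 2 h at room temperature with 500 nM biotin-H3K9 peptide and 20 µM SAM. Monomethyl-H3K9 detected by AlphaScreen using anti-H3K9me1 antibody.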
Pol eta inh: blocks human DNA polymerase eta activity; Q9Y253; recombinant Pol eta, fluorescent DNA replication assay; Potency, µM (highest dose often 114 µM), for inactives: top-dose activity change, negative = inhibition, hits mostly inhibitors; 390,000 tested, 1.2% active; AID 588591; further: on the % scale 0 is the no-effect control and ±100 the full control effect
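Pol eta at 10 nM preincubated with compounds 15 min at room temperature; reaction started with fluorescent substrate (50 nM final) and read kinetically at 0 and 10 min.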
Pol beta inh: blocks human DNA polymerase beta activity; Pol beta primer extension/strand displacement, fluorescence kinetic; P06746; AID 485314; Potency, µM (doses to about 114 µM), for inactives: at the top dose activity change, negative = inhibition, usual class: inhibitors; 340,000 tested, 1.3% active; further: on the % scale 0 is the no-effect control and ±100 the full control effect
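Pol beta (10 nM) was preincubated with compound for 15 min at room temperature. The reaction was then started with 50 nM substrate and read immediately and after a further 10 min at room temperature.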
POLI inh: inhibitors of human DNA polymerase iota; AID 588590; Potency, µM (titrated, usually from 115 µM), for the others: at the highest dose activity, negative = inhibition, most hits filed as inhibitors; Q9UNA4; 390,000 tested, 1% active; Pol iota fluorescent replication assay, 10 min
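Pol iota at 10 nM preincubated 15 min with compounds at room temperature; reaction started with fluorescent substrate, 50 nM final. Fluorescence read kinetically at 0 and 10 min; buffer-only wells as negative control.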
Starred values were filed as active, the others as inactive; u = inconclusive; x = not tested or not shown; & = joins results of further samples; [ ] = remark or other dose. The call rests on the fitted dose curve; in most records, active means well fitted curve in the direction sought with a large enough effect; inconclusive means small, poorly fitted or top-dose-only effect, or another doubt; inactive means no such curve, though single readings can be large; an effect the other way counts as inactive or inconclusive. Potency means the concentration at half of the fitted maximal effect.

The opening six compounds as a preview:
POLK inh | APEX1 inh | BLM inh | JMJD2A Tudor | BAZ2B inh | G9a inh | Pol eta inh | Pol beta inh | POLI inh | compound
1% | -7% | -11% | 28µM* | 5.6µM* | 3.2µM* | -12% | 7% | 16% | O=C1C(NS(=O)(=O)c2cccs2)=C(N2CCN(c3ccccc3)CC2)C(=O)c2ccccc21
1% | 39% | -3% | -14% | -1% | 7% | -14% | 3% | 82%[activator] | N#Cc1ccc(Oc2cnccn2)cc1
-10% | -3% | 5% | -5% | 8% | 2%[59 µM] | -5% | 4% | -1% | CCOC(=O)c1nn(-c2cccc(Cl)c2)c2nc(CC(C)C)c(C#N)c(=O)n12
-18% | -1% | 2% | -8% | -5% | u | -14% | 0% | 10% | COCc1cc(C)nc2sc(C(=O)N3CCN(c4ccccc4)CC3)c(N)c12
-21% | 11% | 5% | -23% | -6% | -18% | -5% | 18% | 0% | C(=N\N1CCOCC1)/c1cccs1
-5%[60.1 µM] | x | -3% | 13% | 1% | 38%[activator][59 µM] | -1% | 25% | 15% | CCOC(=O)c1ccc(CN(Cc2ccc(Br)cc2)S(=O)(=O)c2cccc(C(F)(F)F)c2)cc1

Results, repeating the preview:
POLK inh | APEX1 inh | BLM inh | JMJD2A Tudor | BAZ2B inh | G9a inh | Pol eta inh | Pol beta inh | POLI inh | compound
1% | -7% | -11% | 28µM* | 5.6µM* | 3.2µM* | -12% | 7% | 16% | O=C1C(NS(=O)(=O)c2cccs2)=C(N2CCN(c3ccccc3)CC2)C(=O)c2ccccc21
1% | 39% | -3% | -14% | -1% | 7% | -14% | 3% | 82%[activator] | N#Cc1ccc(Oc2cnccn2)cc1
-10% | -3% | 5% | -5% | 8% | 2%[59 µM] | -5% | 4% | -1% | CCOC(=O)c1nn(-c2cccc(Cl)c2)c2nc(CC(C)C)c(C#N)c(=O)n12
-18% | -1% | 2% | -8% | -5% | u | -14% | 0% | 10% | COCc1cc(C)nc2sc(C(=O)N3CCN(c4ccccc4)CC3)c(N)c12
-21% | 11% | 5% | -23% | -6% | -18% | -5% | 18% | 0% | C(=N\N1CCOCC1)/c1cccs1
-5%[60.1 µM] | x | -3% | 13% | 1% | 38%[activator][59 µM] | -1% | 25% | 15% | CCOC(=O)c1ccc(CN(Cc2ccc(Br)cc2)S(=O)(=O)c2cccc(C(F)(F)F)c2)cc1
-4% | 9% | -6% | 6% | -1% | -9% | -5% | 11% | 13% | COc1ccc(OC)c(S(=O)(=O)N2CCC(C(=O)NC3CCCC3)CC2)c1
-9% | -3% | -5% | -34% | -4% | -13% | -25% | -3%[57.1 µM] | 3% | CCOc1ccc2ncc(S(=O)(=O)c3ccc(C)cc3)c(N3CCC4(CC3)OCCO4)c2c1
-4% | -1% | -2% | -15% | -30% | -30% | -4% | -3% | 2% | CCOC(=O)Cc1csc(NC(=O)c2cccnc2)n1
-7% | 3% | -4% | -4% | -2% | 5% | -9% | 10% | 23% | COc1ccc(OC)c2sc(NNC(=O)COc3ccccc3)nc12
-13% | 4% | 1% | -2% | -2% | -40% | -4% | 4% | 3% | Cc1cc2oc(=O)cc(CSc3nnc(C)n3N)c2cc1C(C)C
-18% | -13% | -4% | -24% | -11% | x | -23% | 0% | 29% | CCN(C(=O)c1ccc(NC(=O)Cc2ccccc2)cc1)c1ccccc1
-2% | 0% | 1% | -6% | 5% | -9%[0.501 µM] | -4% | 88% | 95%[activator] | O=S(=O)(c1ccc2ccccc2c1)N1CCNCC1
x | -4% | 2% | x | 0% | 0% | x | 0% | x | O=C(Nc1ccc(F)c(F)c1)c1ccc(F)c(S(=O)(=O)N2CCOCC2)c1
-6% | -1% | -16% | -5% | 0% | x | -13% | -14% | 9% | Cc1ccc(CC2CC(=O)N(c3cc(C)ccc3C)C2=O)cc1 (stereo unspecified)
2% | 71%[activator] | -1% | 1% | 33%[activator] | -30% | -17% | 5% | -10% | CS(=O)(=O)c1cnc(-c2ccccc2)nc1Sc1ccc(F)cc1
-21% | x | 0% | -24% | -1%[57.1 µM] | -9%[59 µM] | -7% | 3% | -3% | CC(C)(C)OC(=O)N1CCC(c2c(C(=O)NCc3ccco3)cnn2-c2ccccc2)CC1
0% | 26% | -3% | 5% | 3% | 18% | -19% | 15% | 138%[activator] | CCOc1ccc(C(C(=O)NC(C)(C)C)N(CCOC)C(=O)CCC(=O)Nc2ccccn2)cc1 (stereo unspecified)
-5% | -1% | 1% | -19% | 2% | u | -17% | -12% | 449%[activator] | O=S(=O)(c1ccc(-c2csc(Nc3ccc(Br)cc3)n2)cc1)N1CCCC1
-17% | -11% | -12% | -7% | -7% | x | 1% | -1% | 21% | O=C(NCc1ccc(Cl)cc1)c1cc2c(s1)CS(=O)(=O)C2
-3% | 21% | x | -21% | -8% | 45µM* | -5% | x | 17% | O=C(Cc1csc(NC(=O)Nc2ccc(Cl)cc2)n1)NCc1ccccn1
5% | 15% | -1% | -11% | -3% | 20% | -7% | 46% | 7% | COC(=O)Cc1ccc(NC(=S)N2CCN(c3ccccn3)CC2)cc1
2% | -7% | -1% | -5% | 10% | 27% | 1% | 3% | 10% | CSc1ccc(S(=O)(=O)N2CCC(C(=O)NCc3cccnc3)CC2)cc1
-5% | x | 2% | -3% | 26% | 28%[59 µM] | -5% | 9% | 12% | Cc1ccc(CSc2ncc(Cl)c(C(=O)Nc3sc4c(c3C(N)=O)CCCC4)n2)cc1
-14% | 6% | -7% | -6% | -29% | 1% | -20% | -12% | 148%[activator] | O=C(c1cc(COc2ccc(F)cc2Cl)on1)N1CCC(c2ccncc2)CC1
-4% | 3%[12.4 µM] | 2% | -22% | -1% | 19%[59 µM] | -9% | 17% | 26% | COc1ccccc1N1CCN(C(=O)C(CC(C)C)NC(=O)C2CCCCC2)CC1 (stereo unspecified)
-2%[60.1 µM] | x | -3% | 11% | 3% | 0%[59 µM] | -5% | -29% | 14% | COc1ccc(-c2nnc(SCC(=O)Nc3ccc(F)cc3)s2)cc1
-2% | 33% | 2% | u | 0% | -5% | -5% | 26% | 160%[activator] | Cc1cc(C)cc(N(C(=O)CNC(=O)c2ccco2)C(C(=O)NC2CCCC2)c2ccncc2)c1 (stereo unspecified)
-1% | 3% | -7% | -8% | 3% | 18% | -1% | -10% | 23% | O=C(COc1ccc(Cl)cc1)Nc1ccc2c(c1)OCO2
-2% | -2% | -8% | -4% | 12% | x | -19% | 18% | -9% | CCCCN(Cc1cc2cc(OC)ccc2[nH]c1=O)S(=O)(=O)c1ccc(C)cc1

Continuation:
POLK inh | APEX1 inh | BLM inh | JMJD2A Tudor | BAZ2B inh | G9a inh | Pol eta inh | Pol beta inh | POLI inh | compound
4% | 60%[activator] | -7% | -1% | -1% | 37% | -10% | -6% | 7% | c1ccc(C(c2ccccc2)c2ccn[nH]2)cc1
-6% | 44% | x | -19% | x | x | 2% | x | 4% | COc1cc(/C=C/C(=O)OC[C@H]2O[C@H](OC3(CO)OC(CO)C(O)C3O)[C@H](O)[C@@H](O)[C@@H]2O)ccc1O (stereo partly specified)
-5% | -5% | -2% | -12% | -34% | -30% | -20% | 3% | u | COc1ccc(/C=C/C(=O)OCC(=O)NCc2ccco2)c(OC)c1
-2% | 2% | 0% | -8% | 25% | 13% | -13% | 41% | -13% | CC(=O)Nc1cccc(OCCCNC(=O)C2CCC2)c1
-2% | 2% | 1% | 22µM* | u | u | -12% | u | 24% | Clc1ccc(OCCN2CCCCC2)cc1Cl
-10% | 3% | x | -7% | 10% | -1% | 3% | x | 6% | CCOC(=O)C1CCCN(S(=O)(=O)CCNC(=O)c2ccccc2)C1 (stereo unspecified)
-20% | -2% | 1% | -32% | -37% | 29%[12.7 µM] | -3% | 14% | 33%[activator] | c1ccc(-c2csc(N3CCOCC3)n2)cc1
-20% | u | -3% | -11% | -10% | 50µM* | u | 10% | u | O=C1CN(C(=O)COC(=O)C2CC(=O)N(Cc3ccco3)C2)c2ccccc2N1 (stereo unspecified)
-6% | 0% | -2% | -1% | -5% | x | -2% | u | 82%[activator] | Nc1nnc(/C=C/c2ccccc2)s1
-11% | 22% | x | -14% | -5% | -11% | -14% | x | 15% | O=C(CSc1nc(=O)n(CCCN2CCOCC2)c2c1CCCC2)Nc1ccc(Cl)cc1
7% | -1% | -3% | 5% | 3% | 42% | -16% | -1% | 37%[activator] | O=C(CCC(F)(F)F)N1CCCC(CO)(CCc2ccccc2)C1 (stereo unspecified)
4% | x | 3% | -20% | 1% | 30%[59 µM] | -19% | -1% | 9% | O=C(CC1N=C2c3ccccc3N=C(SCC(=O)Nc3cccc(Cl)c3)N2C1=O)NCc1cccs1 (stereo unspecified)
-3% | 54%[activator] | -3%&0% | -14%&-19% | -23%&-3% | 28% | -24%&-17% | 1%&0% | 12%&18% | O=C(CSc1nccn1Cc1ccc(F)cc1)NC1CCCC1
1% | -3% | -3% | 3% | -7% | x | -19% | -16% | 44%[activator] | O=C(c1ccc(Cl)cc1)C1CCN(C(=O)c2ccc(F)cc2)CC1
1% | -17% | 1% | -14% | -2% | 17%[0.501 µM] | -5% | 26% | 9% | Cc1coc2c(C)c3oc(=O)c(CC(=O)N[C@@H](CC(C)C)C(=O)O)c(C)c3cc12
-8% | 0% | -2% | -15% | -22% | 20%[12.7 µM] | -15% | 1% | 7% | CCOC(=O)c1c(NC(=O)CCCC(=O)O)sc2c1CCC2
-3% | -2% | 0% | -15% | -4% | -5% | -2% | 2% | -13% | CCCc1ccc(OCc2ccccc2)c2c(=O)cc(C(=O)OCC)oc12
-27% | -16% | 0% | -5% | 23% | x | 7% | 7% | 11% | Cc1ccccc1NC(=O)CC(C)S(=O)(=O)c1ccc2c(c1)NC(=O)CO2 (stereo unspecified)
-6% | -2% | -1% | -8%[57.1 µM] | -1% | -9% | -13% | 4% | 14% | NC(=O)c1ccccc1-c1nc(-c2ccccc2)no1
3% | 29% | -4% | -22% | -34% | 18%[12.7 µM] | -10% | -13% | -12% | COc1ccc2c(c1OC)C(=O)OC2N1C(=O)CC[C@H]1C(=O)Nc1ccc2c(c1)OCO2 (stereo partly specified)
0% | 45% | -3% | -15% | -25% | 0%[59 µM] | -12% | 15% | 23% | COc1ccccc1CCNC(=O)C(=O)NCC1OCCN1S(=O)(=O)c1ccc([N+](=O)[O-])cc1 (stereo unspecified)
-3% | x | x | 3% | x | x | -5% | x | 9% | O=C(Nc1csnn1)OCc1ccccc1
-6%[60.1 µM] | x | -8% | 4% | 16% | 18%[59 µM] | -3% | -18% | -14% | CCOC(=O)C1CCC(CN(Cc2ccc(OC)cc2)S(=O)(=O)c2ccc(C)cc2)CC1 (stereo unspecified)
2% | 11% | -1% | u | -15% | 5% | -8% | 7% | -7% | COCCn1c(COc2cccc(OC)c2)nnc1SCC(=O)NC1CCCCC1

Only part of the results is shown; the hit share may differ from the screen's.
